DNMT1 block = blocks human DNA methyltransferase DNMT1; DNMT1 molecular beacon, Hinp1I cleavage, fluorescence; AID 588458; 360,000 tested, 0.83% active; inhibition (reported as % activation of signal), % at 10 µM; in the data active means inhibition above about 50%
NadD block = inhibitors of Staphylococcus aureus NadD | purified NadD enzyme, colorimetric absorbance read-out | inhibition, % at 20 µM | 360,000 tested, 0.78% active | AID 602399; in the data active means inhibition above about 26%; further: some compounds past the cut are filed as inactive
STEP block = blocks human striatal-enriched tyrosine phosphatase. P54829. recombinant STEP, OMFP fluorogenic substrate, fluorescence. inhibition, % at 20 µM. 360,000 tested, 0.25% active;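 active means inhibition at 20 µM, scaled per plate between control wells, above about 37%, limit read from the data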;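 further: 0% = DMSO with enzyme and substrate and 100% = substrate only without enzyme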
Target sequence (P54829 whole entry, looked up): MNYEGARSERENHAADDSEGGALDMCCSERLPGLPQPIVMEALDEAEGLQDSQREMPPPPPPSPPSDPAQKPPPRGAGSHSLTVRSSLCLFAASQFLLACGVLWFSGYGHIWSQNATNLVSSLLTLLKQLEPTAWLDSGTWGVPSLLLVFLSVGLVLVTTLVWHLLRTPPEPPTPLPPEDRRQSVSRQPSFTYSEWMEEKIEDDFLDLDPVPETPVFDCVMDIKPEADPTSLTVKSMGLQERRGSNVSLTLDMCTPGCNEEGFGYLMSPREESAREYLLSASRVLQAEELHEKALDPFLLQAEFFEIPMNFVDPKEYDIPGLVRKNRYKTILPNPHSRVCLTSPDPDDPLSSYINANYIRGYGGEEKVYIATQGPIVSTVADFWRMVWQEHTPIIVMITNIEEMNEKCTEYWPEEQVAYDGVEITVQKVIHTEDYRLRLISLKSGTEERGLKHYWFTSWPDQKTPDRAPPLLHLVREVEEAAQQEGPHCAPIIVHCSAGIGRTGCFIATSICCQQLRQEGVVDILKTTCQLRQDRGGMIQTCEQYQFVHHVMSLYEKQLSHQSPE
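medium = Bis-Tris buffer pH 6.0, 2.5 mM DTT, 0.005% Tween 20 | test system = STEP (striatal-enriched tyrosine phosphatase) enzyme, cell-free | measure = normalized % inhibition | compound dosing = 20 µM, 1% DMSO | also added = 25 µM OMFP | schedule = reaction 20 min, ambient temperature | measured by = fluorescence read at 480 nm ex / 540 nm em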
MLLE-PAM2 inh = inhibitors of microRNA-mediated deadenylation, human PABP1 MLLE binding; P11940; GST-MLLE / FITC-PAM2 fluorescence polarization; inhibition, % at 20 µM; 360,000 tested, 0.36% active; AID 588489; in the data active means inhibition above about 35%, passing the limit was not always enough;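 further: plate controls were DMSO wells with GST-MLLE for no effect and wells lacking GST-MLLE protein for full effect; some results filed as inactive read as strong as hits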
LMPTP block = LMPTP (human) inhibition | 360,000 tested, 0.22% active | inhibition, % at 20 µM | recombinant LMPTP-A, OMFP fluorogenic substrate, fluorescence intensity;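 active means compounds that cut the enzyme signal by at least half of the control window in the single-dose screen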;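 further: plate controls were DMSO wells with enzyme plus substrate for no effect and substrate without enzyme for full effect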
Target sequence (P24666 whole entry, looked up): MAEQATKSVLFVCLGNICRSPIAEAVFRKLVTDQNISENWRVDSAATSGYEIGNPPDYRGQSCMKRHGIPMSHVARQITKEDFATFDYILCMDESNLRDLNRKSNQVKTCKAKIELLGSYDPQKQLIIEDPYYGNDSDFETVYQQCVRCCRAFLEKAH
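Buffer or medium: Bis-Tris pH 6.0, DTT, detergent; Assay system: LMPTP-A enzyme; Quantity: 0.625 nM enzyme; Detection: endpoint fluorescence intensity; Times: 50 min dark incubation at room temperature; Controls: substrate-only low control, DMSO enzyme-plus-substrate high control; Doses: single 20 µM dose; Read-out: percent inhibition versus substrate-only and uninhibited controls; Reagent: 400 µM OMFP.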
Scp-1 inhibitor = blocks human Scp-1 phosphatase activity | Q9GZU7 | Recombinant Scp1, phosphopeptide, malachite green phosphate absorbance | inhibition, % at 20 µM | 340,000 tested, 0.88% active | AID 493091;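 active means inhibition above about 50% at 20 µM, limit read from the data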;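 further: plate controls were DMSO wells with enzyme for no effect and wells lacking enzyme for full effect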
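Test system – truncated SCP-1 phosphatase (76-261aa) · Reagent – Phosphorylated 17-residue peptide substrate · Incubation – 45 min room-temperature reaction, 5 min colour, 30 min stabiliser · Detection – colorimetric phosphate reagent with accelerator and stabiliser, absorbance at 630 nm · Measure – % inhibition at 20 µM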
Rpn11 block = Rpn11 (human) deubiquitinase inhibition. human 26S proteasome, Ub4-pepOG fluorescence polarization; 20S core pre-blocked with epoxomicin. O00487. 360,000 tested, 0.59% active. calls only at 20 µM;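 active means inhibition at 20 µM, scaled to each plate's controls, above about 33%, limit read from the data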
Tb MetRS inh = blocks T. brucei methionyl-tRNA synthetase activity. purified T. brucei MetRS, ATP depletion, Kinase-Glo luminescence. inhibition, % at 11.9 µM. 360,000 tested, 0.4% active. AID 624268;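 active means inhibition above a per-plate cutoff of the control wells' mean inhibition plus 3 SD, cut at about 5.5% in these data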;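 further: 0% = DMSO wells median and 100% = median of wells with control inhibitor compound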
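Measured by: Kinase-Glo luciferase luminescence reporting remaining unconsumed ATP. Material: purified T. brucei MetRS enzyme. Doses: 11.9 µM compound single dose, 0.9% DMSO. Medium: HEPES buffer containing pyrophosphatase, BSA, spermine, DTT. Times: 15 min preincubation, 2 h reaction, all 25 °C. Reagent: methionine, ATP and bulk E. coli tRNA.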
CSN inh = inhibitors of human CSN-mediated cullin deneddylation; Purified CSN, SCF-Nedd8-OG deneddylation, fluorescence polarization; Q92905; 360,000 tested, 0.38% active; inhibition, % at 12.5 µM;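 active means pattern-corrected inhibition above about 35%, with an unprinted fluorescence ratio check between 0.5 and 1.5, limit read from the data, passing the limit was not always enough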;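 further: 0% = enzyme with substrate and 100% = substrate without enzyme; some results filed as inactive read as strong as hits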
Target sequence (Q92905 whole entry, looked up, one chain of several): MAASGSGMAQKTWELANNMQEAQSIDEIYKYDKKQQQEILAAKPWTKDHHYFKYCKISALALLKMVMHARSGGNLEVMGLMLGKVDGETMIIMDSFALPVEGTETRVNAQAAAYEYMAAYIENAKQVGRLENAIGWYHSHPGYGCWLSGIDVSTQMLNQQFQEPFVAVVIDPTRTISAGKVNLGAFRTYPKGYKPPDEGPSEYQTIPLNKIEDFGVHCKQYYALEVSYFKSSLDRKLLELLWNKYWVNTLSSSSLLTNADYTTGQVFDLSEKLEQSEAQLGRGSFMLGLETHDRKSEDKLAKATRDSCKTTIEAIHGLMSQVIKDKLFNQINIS
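Assay system: purified human Csn5 enzyme expressed in HEK293T cells; Input: 0.24 nM Csn5 enzyme, final concentration; Reagent: 10 nM SCFSkp2-Nedd8OG; Compound dosing: 12.5 µM single point; Times: reaction 90 min, room temperature; Technique: fluorescence polarization readout.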
SUMO1-SIM PPI = alters human SUMO1 binding to SIM partners | P63165 | SUMO1 binding to a labelled peptide, TR-FRET, 1 h | inhibition, % at 20 µM | 360,000 tested, 0.33% active | AID 602429; in the data active means inhibition above about 37%
The depositor's hits bear a star; i = inactive; · = not tested or not shown.

SMILES	DNMT1 block	NadD block	STEP block	MLLE-PAM2 inh	LMPTP block	Scp-1 inhibitor	Rpn11 block	Tb MetRS inh	CSN inh	SUMO1-SIM PPI
CCCn1c2ccccc2c2cnn(CC(=O)NCCCN3C(C)CCCC3C)c(=O)c21 (stereo not drawn)	1	-9	-5	2	0.4	-9	i	0.1	5	-14
O=C(Nc1ccc(N2CCOCC2)cc1)C1CCN(S(=O)(=O)Cc2ccccc2)CC1	-14	0	1	-7	-2.1	-2	i	-1.3	24	-1
Cc1cccc(C)c1NC(=O)COC(=O)COc1ccc2c(C)cc(=O)oc2c1	0	1	-3	7	-1.4	-2	i	-1.2	0	0
Cn1ccnc1C(O)c1ccc(OCc2ccccc2)cc1 (stereo not drawn)	-2	4	-1	2	-0.8	4	i	-0.3	-3	2
O=c1sc2ccccc2n1CCCOc1ccccc1	0	-3	-2	-4	1.6	-4	i	-0.2	-8	-4
C/C(=N\NC(=O)CC1N=C(Cc2ccccc2)NNC1=O)c1ccccc1 (stereo not drawn)	5	-1	-2	-5	0.4	0	i	0.0	-4	-2
C/C(=N\NC(=O)c1ccc(Br)cc1)c1cccnc1	1	-6	3	7	-1.0	-13	i	0.1	5	-2
COc1ccc(N2C(=O)CCC(C(=O)N3CCCCCC3)C2c2ccc(OC)c(OC)c2)cc1 (stereo not drawn)	2	1	0	-1	-2.1	2	i	0.3	8	-1
CCN1CCCC1CNS(=O)(=O)c1ccc(Cl)c(C(F)(F)F)c1 (stereo not drawn)	-1	-8	0	6	-1.4	-9	i	-0.6	-3	-3
CCC(C)(C)NC(=O)C(c1ccc(C)cc1)N(Cc1ccco1)C(=O)Cn1nnc2ccccc21 (stereo not drawn)	2	-7	-2	10	1.5	-7	i	-1.6	-2	0
COc1ccccc1CNc1nc(NCC2CC2)nc2ccsc12	-5	1	5	-1	43	·	i	0.3	2	-4
CCOC(=O)c1cnc2c(c(C)nn2CC)c1NCCN1CCOCC1	-1	3	-2	5	1.2	-7	i	0.0	-2	9
CSc1nc2ccccc2n1CC(=O)Nc1cc(C(F)(F)F)ccc1N1CCOCC1	-7	-3	-1	5	-0.5	-1	i	13*	-3	1
CCOC(=O)Cn1c(CCC(=O)O)ccc1-c1ccc(F)cc1	-7	-2	1	-4	-0.5	5	i	-0.6	1	1
CC(C)(C)Nc1c(-c2ccc(O)cc2)nc2ccc(Cl)cn12	8	-3	-1	-5	0.7	1	i	-0.1	0	-4
Cc1cc(C(=O)c2cnc(/N=C/N(C)C)s2)cc(C)c1O	5	1	2	-10	-4.5	-4	i	-1.1	-1	-14
COc1cc(NC(=O)C2=C(C)OCCS2)c(Cl)cc1C(=O)NCCN1CCN(C)CC1	-1	-6	0	-6	-3.5	-2	i	0.5	-1	23
Cc1ccc2c(CSc3nnc4ccccn34)cc(=O)oc2c1C	1	-2	-3	0	-1.0	-2	i	-0.7	2	-5
Cc1ccc2c(c1)-c1cc(C)ccc1C2=O	6	-2	4	-1	0.0	-12	i	-0.2	3	-29
O=C(COC(=O)COc1ccc(Cl)cc1)NC1CCCCCC1	-2	-6	-1	2	-0.4	0	i	-0.2	-6	0
Cc1onc(-c2c(F)cccc2Cl)c1C(=O)ONC(=O)c1ccco1	0	-3	-1	17	0.0	-7	i	-0.3	-6	5
COc1ccc(C(=O)N/N=C/c2ccc(OC)c(OS(=O)(=O)c3ccccc3)c2)cc1	-6	5	7	-2	1.9	-7	i	-0.4	-2	-6
O=[N+]([O-])c1cc(Br)c(O)c(/C=N/Nc2nc3ccccc3s2)c1	-17	26	-1	-13	6.5	-10	i	0.2	12	25
O=[N+]([O-])c1ccc(OCC(O)CNC2CCCC2)cc1 (stereo not drawn)	0	-10	3	-11	3.5	-13	i	0.3	-1	-19
CC(C)(O)c1ccccc1CC[C@@H](SCC1(CC(=O)O)CC1)c1cccc(/C=C/c2ccc3ccc(Cl)cc3n2)c1	-10	51*	-2	-6	2.1	4	i	-0.1	-4	15
COc1cccc(CNC(=O)CSc2nnc3c(n2)[nH]c2ccccc23)c1	-1	0	0	9	-0.2	-5	i	20*	1	-14
c1ccc2oc(Cc3ccc(Cc4nc5ccccc5o4)cc3)nc2c1	-21	-10	0	-8	1.0	-17	i	2.3	0	13
COc1ccc(OC)c(/C=C2\SC(=S)N(N3CCOCC3)C2=O)c1	1	-8	1	-43	4.3	6	i	0.0	1	-11
CN1CCN(/C=N/c2c(C#N)cnn2Cc2ccccc2)CC1	1	3	-2	5	-0.4	-7	i	-0.4	1	-2
S=c1[nH]nc(-c2ccccc2)n1/N=C/C=C/c1ccco1	4	0	0	-11	-0.9	-5	i	-0.5	2	-9

Limited to STEP block, MLLE-PAM2 inh and Tb MetRS inh (two entries from above):
Molecule,STEP block,MLLE-PAM2 inh,Tb MetRS inh
Cc1ccc2c(c1)-c1cc(C)ccc1C2=O,4,-1,-0.2
Cc1cc(C(=O)c2cnc(/N=C/N(C)C)s2)cc(C)c1O,2,-10,-1.1

New compounds follow.
SMILES	DNMT1 block	NadD block	STEP block	MLLE-PAM2 inh	LMPTP block	Scp-1 inhibitor	Rpn11 block	Tb MetRS inh	CSN inh	SUMO1-SIM PPI
NC(=O)SCC(=O)Nc1ccc(Cl)c(Cl)c1	3	1	-2	41*	-0.6	0	i	-0.9	-3	0
COc1ccc(OC)c(-c2cc(C(=O)N/N=C(\C)c3cccnc3)c3ccccc3n2)c1	-1	1	3	-2	-0.2	-13	i	0.0	3	10
CCN(CC)CCn1c(=S)[nH]c2ccc(Cl)cc2c1=O	1	-1	0	-44	-0.9	0	i	0.5	-2	5
O=C(CSc1nnc(CCc2ccccc2)n1-c1ccc(Cl)cc1)c1ccccc1	-9	7	0	-111	7.0	12	i	-0.7	1	-4
O=C(CSc1ccc(-c2nc3ccccc3[nH]2)cn1)Nc1ccc2c(c1)OCCO2	-3	15	-2	-2	3.3	-1	i	2.1	11	12
COc1ccc(/C=C/C(=O)OCC(=O)c2ccc3c(c2)NC(=O)CO3)cc1	-15	4	1	4	3.2	2	i	0.1	1	0
COc1ccccc1-n1c(-c2ccc(F)cc2)coc1=O	0	-5	-4	0	-0.5	-9	i	-0.7	-2	4
Cc1cc(C)c(C)c(S(=O)(=O)NCCCn2ccnc2)c1C	-6	-2	1	2	-3.1	-8	i	0.1	-1	-1
CC(=O)c1ccc(NC(=O)C2(c3ccccc3)CC2(Cl)Cl)cc1 (stereo not drawn)	0	-1	3	-3	0.9	-14	i	-0.2	0	3
CC(C)Cn1c(CN2C(=O)c3ccccc3C2=O)nc2ccccc2c1=O	12	-4	-4	0	0.4	8	i	-2.1	-1	0
COc1ccccc1NC(=O)C(=N\O)/C(C)=N/O	41	-2	25	10	4.8	75*	i	-0.4	-2	7
COCCCC1CCN(C(=O)C2CCC(=O)N(CCc3ccccc3)C2)CC1 (stereo not drawn)	1	-4	-3	11	-0.8	-8	i	-0.5	4	1
Cc1cccc(C2=NN(c3ccccc3)[C@H](CO)[C@H]2c2ccc(F)cc2)c1	-16	1	-3	-37	1.2	-7	i	-1.3	1	-1
Cc1ccc(C(=O)NC2CC(C)(C)NC(C)(C)C2)cc1S(=O)(=O)N1CCCCC1	1	-2	1	10	-0.4	-5	i	-0.5	-5	0
COC(=O)[C@H](CCSC)NC(=O)Cn1ccc(NC(=O)OCc2ccccc2)nc1=O	2	-1	-2	0	-0.1	-11	i	-0.2	3	-18

Quoted from the entries so far, 9 compounds:
SMILES	DNMT1 block	NadD block	STEP block	MLLE-PAM2 inh	LMPTP block	Scp-1 inhibitor	Rpn11 block	Tb MetRS inh	CSN inh	SUMO1-SIM PPI
COc1ccc(/C=C/C(=O)OCC(=O)c2ccc3c(c2)NC(=O)CO3)cc1	-15	4	1	4	3.2	2	i	0.1	1	0
COc1ccccc1-n1c(-c2ccc(F)cc2)coc1=O	0	-5	-4	0	-0.5	-9	i	-0.7	-2	4
Cc1cc(C)c(C)c(S(=O)(=O)NCCCn2ccnc2)c1C	-6	-2	1	2	-3.1	-8	i	0.1	-1	-1
CC(=O)c1ccc(NC(=O)C2(c3ccccc3)CC2(Cl)Cl)cc1 (stereo not drawn)	0	-1	3	-3	0.9	-14	i	-0.2	0	3
CC(C)Cn1c(CN2C(=O)c3ccccc3C2=O)nc2ccccc2c1=O	12	-4	-4	0	0.4	8	i	-2.1	-1	0
COc1ccccc1NC(=O)C(=N\O)/C(C)=N/O	41	-2	25	10	4.8	75*	i	-0.4	-2	7
COCCCC1CCN(C(=O)C2CCC(=O)N(CCc3ccccc3)C2)CC1 (stereo not drawn)	1	-4	-3	11	-0.8	-8	i	-0.5	4	1
Cc1cccc(C2=NN(c3ccccc3)[C@H](CO)[C@H]2c2ccc(F)cc2)c1	-16	1	-3	-37	1.2	-7	i	-1.3	1	-1
Cc1ccc(C(=O)NC2CC(C)(C)NC(C)(C)C2)cc1S(=O)(=O)N1CCCCC1	1	-2	1	10	-0.4	-5	i	-0.5	-5	0

(cont.)
SMILES	DNMT1 block	NadD block	STEP block	MLLE-PAM2 inh	LMPTP block	Scp-1 inhibitor	Rpn11 block	Tb MetRS inh	CSN inh	SUMO1-SIM PPI
CSCCC(NC(=O)c1ccccc1Cl)C(=O)Nc1ccncc1 (stereo not drawn)	1	-1	-1	-6	0.0	-1	i	-0.2	0	3
Cc1ccc(C2=NN(Cc3nnc(-c4ccccc4)o3)C(=O)SC2)cc1	-2	-12	2	-8	1.4	-15	i	0.4	-11	-5
O=C(NCCN1CCOCC1)c1ccc(CS(=O)c2ccccc2Cl)o1 (stereo not drawn)	3	-3	0	9	-3.7	-6	i	-1.1	-2	1
O=C(NC(=S)N1CCN(Cc2ccccc2)CC1)c1ccccc1	6	-5	0	-24	-1.9	-5	i	-0.8	-11	-1
C=CCn1c(=NC(=O)c2ccc(S(=O)(=O)N3CCc4ccccc4C3)cc2)sc2cc(S(N)(=O)=O)ccc21	-8	32*	3	12	0.3	-5	i	-0.1	5	4
CC1=CC(=NOC(=O)/C=C/c2ccccc2)C=C(C)C1=O	5	-2	6	22	-0.4	-10	i	-0.4	7	-19
